Source: PubChem (several laboratories)
M5 ag – agonists of human muscarinic M5 receptor (CHRM5); 360,000 tested, 0.19% active; P08912; CHO-K1 hM5 cells, Fluo-8 calcium fluorescence; 0% DMSO wells, 100% maximal acetylcholine response; AID 624037; activation, % at 3 µM;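 active means activation above the run's mean over test compounds plus 3 SD, cut at about 23% in these data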;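 further: signal is peak over basal fluorescence ratio across the kinetic read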
Target sequence (P08912 whole entry, looked up): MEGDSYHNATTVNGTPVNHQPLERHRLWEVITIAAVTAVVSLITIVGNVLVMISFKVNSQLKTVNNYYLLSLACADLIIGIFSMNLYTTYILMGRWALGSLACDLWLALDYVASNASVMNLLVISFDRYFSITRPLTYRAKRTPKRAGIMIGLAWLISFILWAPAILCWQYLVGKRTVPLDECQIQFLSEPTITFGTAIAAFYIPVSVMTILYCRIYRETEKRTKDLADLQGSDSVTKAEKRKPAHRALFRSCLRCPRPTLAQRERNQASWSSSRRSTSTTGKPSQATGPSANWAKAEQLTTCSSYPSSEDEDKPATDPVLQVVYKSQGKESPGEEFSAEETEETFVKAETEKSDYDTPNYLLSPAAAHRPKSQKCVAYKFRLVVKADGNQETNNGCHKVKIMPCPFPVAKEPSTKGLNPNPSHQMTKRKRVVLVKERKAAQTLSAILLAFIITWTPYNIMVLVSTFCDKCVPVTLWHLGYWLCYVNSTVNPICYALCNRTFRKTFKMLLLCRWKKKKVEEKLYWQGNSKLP
CHRM4 PAM – potentiates acetylcholine response at human M4 receptor; P08173; CHO-K1 hM4/Gqi5, Fluo-8 calcium fluorescence, ACh EC20; 0% = ACh EC20, 100% = maximal ACh; activation, % at 3 µM; 360,000 tested, 0.4% active;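 active means activation above its plate's cutoff, the mean activation of sample wells plus 3 SD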; further: some results filed as inactive read as strong as hits
Target sequence (P08173 whole entry, looked up): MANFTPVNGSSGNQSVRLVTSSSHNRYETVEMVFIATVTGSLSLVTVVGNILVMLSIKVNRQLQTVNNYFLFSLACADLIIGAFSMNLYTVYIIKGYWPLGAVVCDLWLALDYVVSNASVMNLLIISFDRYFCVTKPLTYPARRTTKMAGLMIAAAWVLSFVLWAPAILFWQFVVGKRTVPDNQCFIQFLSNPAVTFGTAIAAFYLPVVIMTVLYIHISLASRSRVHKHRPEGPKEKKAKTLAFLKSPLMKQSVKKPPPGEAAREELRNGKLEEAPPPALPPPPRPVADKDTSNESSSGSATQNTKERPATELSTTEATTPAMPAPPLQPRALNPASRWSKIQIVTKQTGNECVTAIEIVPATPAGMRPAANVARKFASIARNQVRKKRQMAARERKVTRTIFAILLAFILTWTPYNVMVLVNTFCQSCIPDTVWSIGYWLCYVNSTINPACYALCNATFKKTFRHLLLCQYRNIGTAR
M4 ag – CHRM4 agonism in calcium assay | P08173 | 360,000 tested, 0.14% active | AID 624127 | activation, % at 3 µM | CHO-K1 hM4/Gqi5, Fluo-8 calcium fluorescence; vehicle 0%, full acetylcholine response 100%;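 active means activation above the run mean over all test wells plus 3 SD, cut at about 32% in these data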;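 further: peak over basal fluorescence ratio per well then scaled between controls; 0% = DMSO wells and 100% = acetylcholine at EC100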
CRFBP-R2 block – blocks CRF-induced signaling of the CRF-BP/CRF-R2 complex; HEK293 CRF-R2/CRF-BP, CRF-induced calcium fluorescence; inhibition, % at 11.8 µM; 350,000 tested, 0.59% active;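 active means inhibition of the ligand-induced calcium signal above about 50% at the single tested concentration, limit read from the data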
CHRM1 PAM – positive allosteric modulators of human M1 muscarinic receptor | P11229 | CHO-K1 hM1, Fluo-8 calcium fluorescence, ACh EC20; 0% = ACh EC20, 100% = maximal ACh | activation, % at 3 µM | 360,000 tested, 0.088% active; in the data active means activation above about 19%, passing the limit was not always enough
CHRM5 antagonist – antagonists of human muscarinic M5 receptor (CHRM5) | P08912 | 360,000 tested, 0.59% active | CHO-hM5 cells, Fluo-8 calcium fluorescence, ACh EC80 | inhibition, % at 3 µM;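 active means inhibition above a per-plate cutoff, the mean of that plate's test compounds plus 3 SD, cut at about 27% in these data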;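 further: 0% = acetylcholine EC80 with DMSO and 100% = DMSO without agonist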
M4 antag – CHRM4 antagonism in calcium assay | P08173 | CHO-hM4 cells, ACh EC80, Fluo-8 calcium fluorescence | inhibition, % at 3 µM | 360,000 tested, 0.73% active;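 active means inhibition above its plate's cutoff, the mean inhibition of sample wells plus 3 SD, cut at about 27% in these data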;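 further: 0% = acetylcholine EC80 with DMSO and 100% = DMSO without agonist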
CRFR2-BP ag – CRF-BP/CRF-R2 complex agonism. HEK293 CRF-R2/CRF-BP, calcium dye fluorescence (FLIPR); percent of saturating CRF peptide response. activation, % at 13.2 µM. 350,000 tested, 0.46% active;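 active means activation of at least 50%, plus an integration ratio under a set limit after plate pattern correction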;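 further: plate controls were neutral control wells without compound for no effect and CRF at EC100 for full effect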
M5 PAM – potentiates acetylcholine response at human M5 receptor | P08912 | CHO-K1 hM5, Fluo-8 calcium, ACh EC20 PAM; 0% = ACh EC20, 100% = ACh EC100 | activation, % at 3 µM | 360,000 tested, 0.3% active;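 active means activation above the run cutoff, the mean activation of all test compounds plus 3 SD, cut at about 18% in these data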
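System – CHO-K1 hM5 cells · Compound – 3 µM, single dose · Incubation – compound preincubation 140 s before EC20 acetylcholine addition · Technique – Fluo-8 calcium fluorescence · Measure – Max/basal fluorescence ratio as % of EC20–EC100 ACh window · Benchmarks – low control EC20 acetylcholine (0%), high control EC100 acetylcholine (100%) · Replication – singlicate, one well per test compound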
Numbers without * were called inactive; . = no result given.

1. CC(=O)c1c(C)[nH]c(C(=O)NNC(=O)COc2cc(C)cc(C)c2)c1C
2. CNC(=O)c1ccccc1NC(=O)C1CC(=O)N(c2ccc(OC)cc2)C1 (stereo unspecified)
3. COc1cc2c(cc1OC)C(C(=O)Nc1ccccn1)C(c1cccnc1)N(C)C2=O (stereo unspecified)
4. CCOC(=O)C1=CN(Cc2cccc(F)c2)S(=O)(=O)NC1c1ccccc1 (stereo unspecified)
5. COc1cc(OC)nc(NC(=O)COC(=O)c2cccc(Cl)c2)n1
6. COc1ccc(CNC(=O)COC(=O)C2CCN(S(=O)(=O)c3ccccc3C(F)(F)F)CC2)cc1
7. CCCn1c2ccccc2c2cnn(CC(=O)NCCCN3CCCCC3)c(=O)c21
8. Cc1ccc(S(=O)(=O)Cn2nnnc2C(c2ccc(F)cc2)N2CCCCC2)cc1 (stereo unspecified)
9. CCN(CC)S(=O)(=O)c1ccc(-c2cn3ccccc3n2)cc1
10. CCOC(=O)N1CCN(C(=O)/C(=C/c2ccc(F)cc2)NC(=O)c2ccccc2)CC1
assay / entry | 1 | 2 | 3 | 4 | 5 | 6 | 7 | 8 | 9 | 10
M5 ag | 2 | 3 | 2 | 1 | 0 | 1 | -4 | 0 | -1 | -1
CHRM4 PAM | 4 | 8 | 7 | 0 | -1 | -4 | 5 | 3 | -4 | 0
M4 ag | 1 | 1 | 0 | 1 | 0 | 10 | 1 | 1 | 3 | 1
CRFBP-R2 block | -2 | 6 | -12 | 0 | -5 | 6 | -1 | -14 | 0 | -20
CHRM1 PAM | 8 | 14 | 5 | 6 | 9 | 5 | 18 | 6 | 1 | 1
CHRM5 antagonist | -2 | 3 | 4 | 4 | -6 | 2 | -15 | 3 | 1 | 0
M4 antag | 6 | -5 | -10 | -4 | -7 | 4 | 5 | -3 | 1 | -11
CRFR2-BP ag | 0.0 | -0.9 | 0.1 | -1.1 | -0.5 | 1.1 | 0.2 | -0.4 | 0.2 | -1.2
M5 PAM | 4 | 5 | 5 | -4 | 3 | -4 | 8 | -1 | -1 | -6

11. O=C(/C=C/c1ccccc1)NCCc1ccc2c(c1)OCCO2
12. Cc1ccc(N(CC(=O)NCCc2ccccc2)S(=O)(=O)c2c(C)noc2C)cc1
13. CCN(CC)c1ccc(NC(=O)C2CC3CCC2C3)cc1 (stereo unspecified)
14. O=C(CN1CCOCC1)Nc1ccc2c(c1)OCCO2
15. N#Cc1cc2ccncc2c2ccccc12
16. COc1ccccc1NS(=O)(=O)c1ccc(C(=O)N2CC(C)OC(C)C2)cc1 (stereo unspecified)
17. CSc1nc2ccc(S(=O)(=O)Nc3c(C)n(C)n(-c4ccccc4)c3=O)cc2s1
18. O=C1c2ccccc2C(c2nnnn2-c2ccc3c(c2)OCCO3)N1Cc1cccnc1 (stereo unspecified)
19. O=C(O)C/C(=C\c1cccc(NC(=O)c2ccccc2Cl)c1)c1nc2ccccc2s1
20. COc1cccc(CN(C)C(=O)c2cccc(S(=O)(=O)N3CCN(c4ccc(F)cc4)CC3)c2)c1OC
assay / entry | 11 | 12 | 13 | 14 | 15 | 16 | 17 | 18 | 19 | 20
M5 ag | 0 | -2 | -4 | -2 | 0 | 7 | 3 | -2 | -3 | 1
CHRM4 PAM | 3 | -8 | -2 | 3 | 3 | -1 | -13 | -1 | -8 | -11
M4 ag | 1 | 4 | 0 | 0 | 1 | 2 | 22 | 1 | 7 | 13
CRFBP-R2 block | -7 | 7 | -4 | 16 | 0 | -3 | -15 | . | 16 | 8
CHRM1 PAM | 2 | -14 | 2 | 4 | -1 | 6 | -8 | . | 0 | -10
CHRM5 antagonist | 1 | 2 | 1 | 8 | 12 | -7 | 12 | 10 | -5 | 18
M4 antag | -3 | 1 | 5 | 2 | 1 | 0 | -1 | 0 | -2 | 12
CRFR2-BP ag | 0.9 | 0.1 | -1.0 | 2.6 | -4.5 | 12 | -3.7 | . | 0.1 | 1.9
M5 PAM | -2 | -5 | -3 | -2 | -4 | 4 | -15 | -9 | 0 | -18

21. CCOc1ccc(-c2[nH]ncc2-c2ccc(OC)c(OC)c2)c(O)c1
22. O=S(=O)(c1cccs1)N1CCN(CC(O)COC2CCCc3ccccc32)CC1 (stereo unspecified)
23. COc1ccc(CN2CCN(C(=O)C3CCC(CNS(=O)(=O)c4ccccc4)CC3)CC2)c(OC)c1OC (stereo unspecified)
24. O=C(NCCOc1ccccc1)c1cccc2c1C(=O)c1ccc(Cl)cc1S2(=O)=O
25. CC(C)NC(=O)C1(C)CN(S(C)(=O)=O)CC(=O)N1CC(F)(F)F (stereo unspecified)
26. O=C(O)/C=C/c1ccccc1[N+](=O)[O-]
27. C[C@@H]1CN([C@H](C)CO)C(=O)CCCn2nncc2CO[C@@H]1CN(C)S(=O)(=O)c1ccccc1
28. Cc1cc(C(=O)CSc2nc(N)cc(=O)[nH]2)c(C)n1CCc1ccc(Cl)cc1
29. COc1ccc(-n2c(=O)c3ccccc3n(Cc3ccc(F)cc3)c2=O)cc1OC
30. Cc1ccc(CNC(=O)COC(=O)C2CCC2)cc1
assay / entry | 21 | 22 | 23 | 24 | 25 | 26 | 27 | 28 | 29 | 30
M5 ag | -2 | -9 | -1 | 2 | 1 | -1 | -1 | 0 | 0 | 0
CHRM4 PAM | -7 | -2 | -7 | -5 | 3 | -12 | 0 | -8 | 3 | 4
M4 ag | 2 | 3 | 12 | 5 | 2 | 0 | 0 | 3 | 1 | 0
CRFBP-R2 block | 5 | 13 | 17 | -4 | . | 1 | -6 | -1 | -8 | 14
CHRM1 PAM | -4 | 3 | -7 | -7 | . | -1 | -2 | 0 | 12 | -2
CHRM5 antagonist | 8 | -9 | 2 | 9 | 4 | 2 | -11 | 2 | -1 | 12
M4 antag | 12 | -5 | -5 | 2 | -8 | 2 | -1 | -7 | 8 | 1
CRFR2-BP ag | -0.7 | 0.6 | -1.7 | -3.4 | . | -0.3 | 4.6 | -2.3 | -0.1 | -0.2
M5 PAM | -8 | -1 | -4 | -3 | -5 | 0 | -1 | -6 | -5 | -9

31. O=C(Cc1ccccc1)Nc1ccc(NC(=O)c2ccco2)cc1
32. Cc1nc(-c2ccc(S(=O)(=O)N3CCOCC3)cc2)cs1
33. CC(C)Cc1nnc(NC(=O)CCC(=O)Nc2ccc(Cl)cc2)s1
34. C1CCN(CC2CCCCN2)CC1 (stereo unspecified)
35. NS(=O)(=O)c1ccc(CCNC(=O)c2cc(-c3ccco3)nc3ccccc23)cc1
36. Cc1cc(C)cc(NS(=O)(=O)c2ccc3[nH]c(=O)ccc3c2)c1
37. CC(C)CCNC(=O)CCC(=O)NNc1nc2ccccc2c2nc(-c3ccccc3)nn12
38. CCn1cc(C(=O)N2CCN(c3ccccn3)CC2)c(=O)c2cc(S(=O)(=O)N3CCC(C)CC3)ccc21
39. COc1ccc(OCC(=O)Nc2cccc3cccnc23)cc1
40. C[C@H]1CN([C@@H](C)CO)C(=O)c2cc(-c3cccc(C#N)c3)cnc2O[C@H]1CN(C)C(=O)c1ccccn1
assay / entry | 31 | 32 | 33 | 34 | 35 | 36 | 37 | 38 | 39 | 40
M5 ag | -2 | 1 | -1 | 3 | 10 | 1 | 1 | -9 | -4 | 2
CHRM4 PAM | -6 | 1 | 5 | -2 | 6 | -7 | 6 | -1 | -1 | 2
M4 ag | 0 | 2 | 0 | 0 | 7 | 17 | 1 | 1 | 1 | 0
CRFBP-R2 block | -2 | 19 | -7 | 1 | 5 | 6 | 28 | -4 | -14 | 3
CHRM1 PAM | 0 | 6 | 13 | -3 | 5 | -3 | 6 | -3 | 8 | -2
CHRM5 antagonist | 14 | -4 | -2 | 19 | 3 | 15 | 8 | -4 | -5 | -1
M4 antag | 8 | 0 | -2 | 4 | -11 | -8 | -4 | 1 | 4 | 4
CRFR2-BP ag | 0.5 | -0.3 | -0.4 | 0.2 | -2.0 | 0.9 | -2.4 | -1.0 | 0.9 | -1.8
M5 PAM | -5 | 0 | 4 | -5 | -1 | -11 | -6 | 8 | -3 | 0

41. CC(=O)Oc1ccc(C(=O)O)c(OC(C)=O)c1
42. Clc1cc(Br)ccc1NCc1cccnc1
43. CC(=O)NC(Cc1ccccc1C)C(=O)NC1CCN(C(=O)c2cccc(C)c2)CC1 (stereo unspecified)
44. O=C(Nc1ccc(Cl)c(C(F)(F)F)c1)N1CCCC(O)C1 (stereo unspecified)
45. COc1cc(NC(=O)[C@@H]2CCCN2S(=O)(=O)c2cccc3cccnc23)cc(OC)c1OC
46. Cn1nnnc1SCC(=O)Nc1ccc(S(=O)(=O)N2CCOCC2)cc1
assay / entry | 41 | 42 | 43 | 44 | 45 | 46
M5 ag | 1 | -6 | -1 | 1 | 1 | 3
CHRM4 PAM | -5 | -5 | 5 | 8 | 7 | 8
M4 ag | 1 | 2 | 1 | 5 | 2 | 1
CRFBP-R2 block | 4 | 11 | 13 | -4 | 0 | 5
CHRM1 PAM | 2 | 10 | 2 | 4 | 6 | 2
CHRM5 antagonist | 2 | 4 | 7 | -12 | 10 | 7
M4 antag | 3 | 2 | -3 | -13 | 7 | -1
CRFR2-BP ag | -0.7 | -1.2 | -0.1 | -1.0 | -0.6 | -1.2
M5 PAM | 2 | 3 | 3 | 10 | -2 | -4

Of the compounds above, 11 have an aryl methoxy group:
2. CNC(=O)c1ccccc1NC(=O)C1CC(=O)N(c2ccc(OC)cc2)C1 (stereo unspecified)
3. COc1cc2c(cc1OC)C(C(=O)Nc1ccccn1)C(c1cccnc1)N(C)C2=O (stereo unspecified)
5. COc1cc(OC)nc(NC(=O)COC(=O)c2cccc(Cl)c2)n1
6. COc1ccc(CNC(=O)COC(=O)C2CCN(S(=O)(=O)c3ccccc3C(F)(F)F)CC2)cc1
16. COc1ccccc1NS(=O)(=O)c1ccc(C(=O)N2CC(C)OC(C)C2)cc1 (stereo unspecified)
20. COc1cccc(CN(C)C(=O)c2cccc(S(=O)(=O)N3CCN(c4ccc(F)cc4)CC3)c2)c1OC
21. CCOc1ccc(-c2[nH]ncc2-c2ccc(OC)c(OC)c2)c(O)c1
23. COc1ccc(CN2CCN(C(=O)C3CCC(CNS(=O)(=O)c4ccccc4)CC3)CC2)c(OC)c1OC (stereo unspecified)
29. COc1ccc(-n2c(=O)c3ccccc3n(Cc3ccc(F)cc3)c2=O)cc1OC
39. COc1ccc(OCC(=O)Nc2cccc3cccnc23)cc1
45. COc1cc(NC(=O)[C@@H]2CCCN2S(=O)(=O)c2cccc3cccnc23)cc(OC)c1OC
assay / entry | 2 | 3 | 5 | 6 | 16 | 20 | 21 | 23 | 29 | 39 | 45
M5 ag | 3 | 2 | 0 | 1 | 7 | 1 | -2 | -1 | 0 | -4 | 1
CHRM4 PAM | 8 | 7 | -1 | -4 | -1 | -11 | -7 | -7 | 3 | -1 | 7
M4 ag | 1 | 0 | 0 | 10 | 2 | 13 | 2 | 12 | 1 | 1 | 2
CRFBP-R2 block | 6 | -12 | -5 | 6 | -3 | 8 | 5 | 17 | -8 | -14 | 0
CHRM1 PAM | 14 | 5 | 9 | 5 | 6 | -10 | -4 | -7 | 12 | 8 | 6
CHRM5 antagonist | 3 | 4 | -6 | 2 | -7 | 18 | 8 | 2 | -1 | -5 | 10
M4 antag | -5 | -10 | -7 | 4 | 0 | 12 | 12 | -5 | 8 | 4 | 7
CRFR2-BP ag | -0.9 | 0.1 | -0.5 | 1.1 | 12 | 1.9 | -0.7 | -1.7 | -0.1 | 0.9 | -0.6
M5 PAM | 5 | 5 | 3 | -4 | 4 | -18 | -8 | -4 | -5 | -3 | -2
